Insulin prom up: MIN6 insulin promoter up-regulation. 190,000 compounds, 0.3% hits. AID 1625. MIN6 insulin promoter-GFP reporter, high-content imaging; hits give high values. z-score at 5 µM;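 active means z-score above 3 at 5 µM with at least 500 cells counted in the well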
Lipid droplet: hepatic lipid droplet formation modulation | 240,000 compounds, 0.4% hits | AML12 mouse hepatocytes, oleate lipid droplets, BODIPY imaging | inhibition, % at 6.5 µM;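 active means lipid droplet intensity inhibited by at least 50%, with more than 500 cells counted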
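Technique: fluorescence imaging, 20x objective, two fields per well / Assay system: AML12 hepatocytes (mouse) / Measure: % inhibition of lipid droplet signal / Doses: 6.5 µM single-point dosing / Incubation: overnight exposure / Reagent: 100 µM oleic acid challenge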
Myeloid diff 2: myeloid differentiation induction | 360,000 compounds, 1% hits | calls only at 10 µM | ER-HoxA9 myeloid progenitors, lysozyme-GFP differentiation, flow cytometry | AID 624256;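 active means normalized GFP-positive differentiation at or above the plate's own cutoff, the solvent-only control mean plus 3 SD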;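 further: cells exposed to compound for four days before flow analysis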
Autophagy mod: modulators of autophagy; 190,000 compounds, 0.98% hits; AID 463193; MEF GFP-LC3 puncta imaging; test concentration mostly 10 µM; calls only at 10 µM (by protocol);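 active means percentage of spot-positive cells more than 3 SD above its plate mean, without a fluorescence outlier flag or 80% toxicity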;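 further: spot-positive cell cutoff set from DMSO-treated cells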
MT stabilizer: stabilizes microtubules in HeLa cells | HeLa tubulin immunostaining HCS, 24 h; share of cells brighter than vehicle mean+2SD | % tubulin-high responders, % at 10 µM | 200,000 compounds, 0.83% hits | AID 2205;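 active means plate Z-score above 3 for both tubulin-high and condensed-nucleus cell shares, with cell loss under 80%, at 10 µM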;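 further: anti alpha tubulin signal scored within the nucleus-defined area of each cell; some results filed as inactive read as strong as hits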
WT yeast gro inh: growth inhibition of WT yeast, mitochondrial fusion screen. mitochondrial fusion phenotypic screen, WT strain. inhibition, % at 10 µM. 190,000 compounds, 2.1% hits. AID 1362; in the data active means inhibition above about 58%; tested in S. cerevisiae
bCat nuc transl: modulators of beta-catenin nuclear translocation | HeLa beta-catenin nuclear translocation, immunofluorescence imaging | AID 1665 | 190,000 compounds, 0.3% hits | nuclear translocation activity, % at 5 µM;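 active means nuclear translocation activity above 50% at 5 µM, with a well cell count of 50 or more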;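 further: per-cell ratio of nuclear to cytoplasmic median beta-catenin stain intensity; plate controls were DMSO negative control for no effect and GSK-3 inhibitor IX positive control for full effect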
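assay system = human HeLa cells, endogenous beta-catenin | times = compound treatment 24 h, 37°C, 5% CO2 | detection = Anti-beta-catenin immunofluorescence on PFA-fixed, Triton-permeabilized cells, DAPI nuclei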
T cell HTS: T cell immune modulation candidate; 2C CD8+ T cell-vesicle binding, flow cytometry; hits give low values; calls only at 7 µM; 330,000 compounds, 0.068% hits;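 active means response, share of CD8 T cells binding vesicles, and their 90th percentile fluorescence all below set limits, cut at about 80% in these data, passing the limit was not always enough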
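material = purified 2C TCR transgenic mouse naive CD8+ T cells | controls = Unloaded micro-vesicles (low), QL9 vesicles with 0.7% DMSO (high) | detection = cytometric PE anti-B7-1 and Alexa647 anti-CD8 signals after 1% paraformaldehyde fixation | incubation = binding step 1.5 h, 37 °C, antibody labelling 20 min, ice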
West Nile antiviral: inhibition of WNV-induced cytopathic effect – cell-based, CPE readout (AID 1621); West Nile virus-infected cells, CPE inhibition; higher % means a stronger effect; CPE inhibition, % at 10 µM, or IC50 in µM where a hit was titrated; 290,000 compounds, 0.02% hits; in the data active means a potency from the dose series; further: strong numbers were not always called active
WT yeast gro inh mutant strain: second read-out of WT yeast gro inh, no call of its own (marks repeat the call); inhibition, %; mitochondrial fusion phenotypic screen, mutant strain inhibition
Insulin prom up cell count: recorded beside Insulin prom up, whose call it bears; cell count; measured here: cytotoxicity, nuclei count;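 total cells summed across four imaged fields per well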
Lipid droplet cells 6.5 µM: recorded beside Lipid droplet, whose call it bears; cell count; measured here: cell count, cytotoxicity flag;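 cells counted across two imaged fields per well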
bCat nuc transl cell count 5 µM: recorded beside bCat nuc transl, whose call it bears; cell count; measured here: cell count, cytotoxicity flag
T cell HTS vesicle-bound %: further read-out of T cell HTS, marked with its call; double positive events, %; measured here: CD8+ vesicle-bound cell fraction;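 binding gate set so that unloaded-vesicle control wells show 10% double positive cells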
MT stabilizer Hoechst-high %: also measured in MT stabilizer; calls as there; % Hoechst-high responders; measured here: nuclear condensation Hoechst responders;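 share of cells brighter than vehicle mean plus two SD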
MT stabilizer cytotoxicity %: second read-out of MT stabilizer, no call of its own (marks repeat the call); toxicity, %; measured here: cytotoxicity by cell density;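 0% = mean cell density of plate MIN control wells and 100% = no cells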
Autophagy mod cell loss 18 h: second read-out of Autophagy mod, no call of its own (marks repeat the call); toxicity, %; measured here: cell loss, nuclei count;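 cell loss after 18 h compound exposure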
Myeloid diff 2 GFP+ MAC1+ %: second read-out of Myeloid diff 2, no call of its own (marks repeat the call); GFP+ MAC1+ double positive, %; measured here: differentiation confirmed by MAC1 staining
Active calls of the source: *; i = inactive; / = not tested or not shown; + = active, no number.

entry	compound	Insulin prom up	Insulin prom up cell count	Lipid droplet	Lipid droplet cells 6.5 µM	Myeloid diff 2	Myeloid diff 2 GFP+ MAC1+ %	Autophagy mod	Autophagy mod cell loss 18 h	MT stabilizer	MT stabilizer Hoechst-high %	MT stabilizer cytotoxicity %	WT yeast gro inh	WT yeast gro inh mutant strain	bCat nuc transl	bCat nuc transl cell count 5 µM	T cell HTS	T cell HTS vesicle-bound %	West Nile antiviral
1	CCCN1C=CC(=CC=C(C#N)C#N)C=C1	/	/	-12	682	i	1.2	/	/	/	/	/	/	/	14	1141	i	48	-0.3%
2	Cn1c(SCC(=O)O)nnc1-c1ccc(NC(=O)c2ccc(Cl)c(Cl)c2)cc1	0.07	1404	40	698	/	/	/	/	/	/	/	/	/	-2.3	1158	i	50	-0.4%
3	O=C(Cn1cnc2ccccc2c1=O)NCCC(=O)Nc1ccc(F)cc1	/	/	0	803	i	0.4	/	/	/	/	/	/	/	/	/	i	33	-0.2%
4	CC(=O)NC(=S)Nc1ccc(NC(=O)c2cccs2)cc1	-0.18	1558	9	642	i	0.4	i	5	3.7	2.1	2.1	10	9	-1.1	1226	i	43	0.5%
5	Cn1c(CNc2ccccc2O)nc2ccccc21	-1.4	1147	/	/	+	6.5*	/	/	2.5	2.1	4.6	42	36	-0.5	1140	i	29	-0.5%
6	O=C(Nc1cccc(Cl)c1)c1cc(S(=O)(=O)N2CCOCC2)cs1	/	/	11	828	i	3.9	/	/	/	/	/	/	/	/	/	i	10	-0.1%
7	O=C(O)C1(c2cccc(Cl)c2)CCC1	/	/	/	/	i	0.9	i	-1	1.9	0.8	6.9	5	7	-3.8	1010	i	57	0.5%
8	O=C(c1ccco1)N1CCN(c2ncnc3c2oc2ccccc23)CC1	0.1	1907	7	622	i	0.5	i	0	2.0	0.3	7.5	-8	-3	-1.6	1049	i	61	0.3%
9	Nc1nc(N)c(N=O)c(OCC2CCCCC2)n1	/	/	-1	792	i	4.9	/	/	/	/	/	/	/	/	/	i	43	2.9%
10	Cc1cc(C)n2c(SCc3ccc(C#N)cc3)nnc2n1	-0.94	1091	/	/	i	0.8	i	13	5.7	4.2	4.8	7	-3	2.0	1410	i	48	-0.6%
11	CSCC(=O)N1CCC(Oc2cccc(C(=O)NCc3ccccn3)c2)CC1	/	/	23	742	i	0.0	/	/	/	/	/	/	/	/	/	i	28	-0.3%
12	NC(=O)COC(=O)c1cccc(S(=O)(=O)N2CCN(c3ccc(F)cc3)CC2)c1	-1.2	1578	23	682	i	0.4	i	-10	4.1	1.9	2.1	2	-2	-1.6	1000	i	55	-0.4%
13	O=C(Nc1nccs1)c1sc2ccccc2c1Cl	0.24	2009	9	658	i	1.7	i	8	2.3	1.0	6.4	19	22	0.5	1051	i	60	0.4%
14	COc1ccc(Nc2nccc(-c3cccc(N)c3)n2)cc1	/	/	24	834	i	0.5	/	/	/	/	/	/	/	/	/	i	45	-0.3%
15	CCOc1ccc2ccccc2c1/C=N/NC(=O)CNC(=O)C(c1ccccc1)c1ccccc1	-0.56	1255	82*	690*	i	0.1	i	-4	4.8	1.7	5.2	5	-8	1.9	942	i	57	-0.7%
16	CCCn1c2ccccc2c2cnn(CC(=O)NCCCOC)c(=O)c21	/	/	-3	782	i	0.9	/	/	/	/	/	/	/	/	/	i	32	-1.2%
17	COC(=O)c1cccnc1NC(=S)NC(C)C	/	/	-3	678	i	0.7	i	9	3.3	1.9	0.2	6	19	-1.2	1107	i	36	-0.1%
18	COc1ccc(C(C(=O)NC2CCCC2)N(Cc2ccco2)C(=O)c2snc(C(N)=O)c2N)cc1OC (stereo not drawn)	/	/	0	767	i	0.9	/	/	/	/	/	/	/	/	/	i	26	0.0%
19	COc1cccc(CNc2ccc3[nH]c(=O)[nH]c3c2)c1OCc1ccccc1F	/	/	-16	779	i	0.3	/	/	/	/	/	/	/	/	/	i	55	-1.2%
20	COc1ccc(Cl)cc1C(=O)Nc1ccc(NC(=O)C(C)C)cc1	0.47	1679	-7	688	i	0.4	i	11	5.2	2.4	17	11	-7	-2.1	1068	i	10	-0.2%
21	C=CCn1c(-c2ccccc2)nc2nc3ccccc3nc21	1.5	1074	/	/	i	0.2	i	0	1.9	2.0	7.0	24	0	0.1	1170	i	50	-0.2%
22	CCOc1ccc(N2Cc3ncccc3C2=O)cc1	-0.47	1367	/	/	i	4.1	i	15	3.5	1.9	6.5	13	-27	0.4	1364	/	/	0.4%
23	Cc1ccc(CN2CCNC(=O)C2CC(=O)O)o1 (stereo not drawn)	0.66	1884	6	677	i	2.6	i	-1	3.0	4.6	14	11	-7	-0.7	1025	i	44	0.0%
24	CC1CCCN(C(=O)Cc2cn(Cc3cccc(Cl)c3)c3ccccc23)C1 (stereo not drawn)	-0.21	1176	-35	672	i	0.7	i	9	3.1	3.5	6.2	73*	27*	/	/	i	44	-2.0%
25	CCn1cc(CNC(=O)c2ccc(C)s2)cn1	-0.05	1485	5	662	i	0.6	i	-10	2.4	1.5	6.5	-7	-24	0.0	1511	i	57	0.1%
26	CCOc1cc(C2C(C#N)=C(N)SC(N)=C2C#N)ccc1OCCN1CCOCC1	0.14	1552	5	626	i	7.4	i	12	3.3	2.1	18	-9	5	1.3	897	i	13	-0.1%
27	O=C1CC(N2CCOCC2)=NN1c1ccc([N+](=O)[O-])cc1	-0.16	1130	-1	656	i	0.6	/	/	/	/	/	/	/	-0.2	1367	i	44	-0.8%
28	CNC(=O)COc1ncnc2scc(-c3ccc(F)cc3)c12	0.19	1363	-4	682	i	0.4	i	-8	3.9	1.9	1.3	15	-8	0.7	1235	i	25	1.1%
29	CC(C(=O)NC1CC(C)(C)NC(C)(C)C1)c1ccc([N+](=O)[O-])cc1 (stereo not drawn)	-1.5	1671	10	666	i	0.5	i	4	4.5	3.2	5.6	-5	-5	-1.9	1051	i	60	0.1%
30	CCN(CC)CCCN(Cc1cc2cc3c(cc2[nH]c1=O)OCO3)C(=S)NCCCN(C)C	/	/	2	808	i	0.7	/	/	/	/	/	/	/	/	/	i	60	-0.5%
31	CC(=O)c1c(C)[nH]c(C(=O)N2CCN(c3ncccn3)CC2)c1C	1.2	984	/	/	i	3.6	i	9	2.1	2.7	3.3	13	16	/	/	i	15	0.0%
32	O=C(Cc1cccs1)N1CCN=C1SCc1ccccc1Cl	-0.61	1171	-4	699	i	0.6	i	2	3.6	2.0	13	6	-5	-4.1	1146	i	26	-0.8%
33	O=C(NCC1CCCO1)/C(=C\c1ccccc1F)NC(=O)c1ccccc1 (stereo not drawn)	/	/	-2	813	i	0.3	/	/	/	/	/	/	/	/	/	i	21	-0.1%
34	COc1cccc(NC(=O)NCc2ccccc2F)c1	1.1	1457	2	663	i	0.5	i	25	4.1	1.3	5.3	6	-2	1.0	1449	i	52	-0.3%
35	C[C@H](NC(=O)c1nc[nH]c1C(=O)N[C@@H](Cc1ccccc1)C(=O)OC(C)(C)C)C(=O)OCc1ccccc1	/	/	-7	757	i	1.5	/	/	/	/	/	/	/	/	/	i	9	-0.7%
36	Cc1ccccc1CC(=O)Nc1sc(C(C)C)cc1C(=O)N1CCOCC1	/	/	2	712	i	0.8	/	/	/	/	/	/	/	/	/	i	27	-1.3%
37	O=C(O)c1cccc(NC(=O)c2cc(-c3cccc(Cl)c3)nc3ccccc23)c1	-0.04	1608	-1	653	i	0.3	i	14	1.4	1.7	10	0	-6	-1.4	1058	i	18	-0.1%
38	COc1ccc(C=NC(CO)C(O)c2ccc([N+](=O)[O-])cc2)cc1 (stereo not drawn)	0.33	1236	/	/	i	0.6	i	-10	2.5	1.4	6.5	-22	-10	-0.9	1407	i	16	-0.2%
39	O=C(NCc1ccc(Cl)cc1)c1cc(S(=O)(=O)N2CCCCC2)c[nH]1	/	/	-10	724	i	3.6	/	/	/	/	/	/	/	/	/	i	17	-1.1%
40	CC(/C=N/n1c(-c2cc(C)[nH]n2)n[nH]c1=S)=C\c1ccco1	0.43	1093	-1	721	i	0.3	/	/	/	/	/	/	/	0.3	1307	i	33	0.0%
41	COc1ccc(-c2oc(NC(C)=O)c(C#N)c2-c2ccc(OC)cc2)cc1	-0.07	920	-28	751	i	1.0	i	2	1.3	1.1	6.1	1	-5	/	/	i	40	0.9%

A second format for some results above.
(31) CC(=O)c1c(C)[nH]c(C(=O)N2CCN(c3ncccn3)CC2)c1C
(33) O=C(NCC1CCCO1)/C(=C\c1ccccc1F)NC(=O)c1ccccc1 (stereo not drawn)

screen / no. | 31 | 33
Insulin prom up | 1.2 | /
Insulin prom up cell count | 984 | /
Lipid droplet | / | -2
Lipid droplet cells 6.5 µM | / | 813
Myeloid diff 2 | i | i
Myeloid diff 2 GFP+ MAC1+ % | 3.6 | 0.3
Autophagy mod | i | /
Autophagy mod cell loss 18 h | 9 | /
MT stabilizer | 2.1 | /
MT stabilizer Hoechst-high % | 2.7 | /
MT stabilizer cytotoxicity % | 3.3 | /
WT yeast gro inh | 13 | /
WT yeast gro inh mutant strain | 16 | /
bCat nuc transl | / | /
bCat nuc transl cell count 5 µM | / | /
T cell HTS | i | i
T cell HTS vesicle-bound % | 15 | 21
West Nile antiviral | 0.0% | -0.1%

3 of these compounds in a different format.
[34] COc1cccc(NC(=O)NCc2ccccc2F)c1
[35] C[C@H](NC(=O)c1nc[nH]c1C(=O)N[C@@H](Cc1ccccc1)C(=O)OC(C)(C)C)C(=O)OCc1ccccc1
[36] Cc1ccccc1CC(=O)Nc1sc(C(C)C)cc1C(=O)N1CCOCC1
screen / no.	34	35	36
Insulin prom up	1.1	/	/
Insulin prom up cell count	1457	/	/
Lipid droplet	2	-7	2
Lipid droplet cells 6.5 µM	663	757	712
Myeloid diff 2	i	i	i
Myeloid diff 2 GFP+ MAC1+ %	0.5	1.5	0.8
Autophagy mod	i	/	/
Autophagy mod cell loss 18 h	25	/	/
MT stabilizer	4.1	/	/
MT stabilizer Hoechst-high %	1.3	/	/
MT stabilizer cytotoxicity %	5.3	/	/
WT yeast gro inh	6	/	/
WT yeast gro inh mutant strain	-2	/	/
bCat nuc transl	1.0	/	/
bCat nuc transl cell count 5 µM	1449	/	/
T cell HTS	i	i	i
T cell HTS vesicle-bound %	52	9	27
West Nile antiviral	-0.3%	-0.7%	-1.3%

Compound activity: PubChem BioAssay, several laboratories
